HCV inhibitor: blocks hepatitis C virus; 340,000 compounds, 3.4% hits; Potency, µM (doses to about 41.8 µM), inactives show at the highest dose activity change, negative = inhibition, actives largely listed as inhibitors; AID 651820; Huh7.5.1 HCVcc-Cre infection, luciferase reporter, 44 h; further: potency means the concentration at half of the fitted maximal effect; on the % scale 0 is the no-effect control and ±100 the full control effect
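Infectious HCV cell culture screen: compound-treated cells (1,000/well, pre-plated 4 h) are infected with HCVcc-Cre at roughly 0.5 moi and grown 44 h. Infection is quantified by luciferase signal after 15 min substrate incubation at room temperature.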
Shiga inhibitor: blocks Shiga toxin action in Vero cells; Vero cells, Shiga toxin protein synthesis inhibition reporter; inhibition, % at 38.7 µM; 290,000 compounds, 9.2% hits; in the data active means inhibition mostly above about 28%, no sharp cut-off; inactive means mostly below about 43%; further: 0% is about no effect
Pf growth 48h: inhibits P. falciparum growth in the first generation, 48 h | AID 504832 | P. falciparum luciferase growth in erythrocytes, 48 h | 310,000 compounds, 5.9% hits | Potency, µM (top dose mostly 28.7 µM), inactives show top-dose activity change, negative = inhibition, most hits filed as inhibitors; further: potency means the concentration at half of the fitted maximal effect; on the % scale 0 is the no-effect control and ±100 the full control effect
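Luciferase-expressing P. falciparum in infected erythrocytes (2% hematocrit, 0.1% parasitemia final) in RPMI 1640/0.5% Albumax were exposed to compound for 48 hours at 37 C, 5% CO2; growth read as luminescence.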
LmPK inhibitor: inhibitors of Leishmania mexicana pyruvate kinase; Q27686; purified LmPK, Kinase-Glo ATP luminescence, 1 h; Potency, µM (doses to about 57.5 µM), for the others: top-dose activity change, negative = inhibition, usual class: inhibitors; 290,000 compounds, 0.37% hits; further: potency means the concentration at half of the fitted maximal effect; on the % scale 0 is the no-effect control and ±100 the full control effect
Target sequence (Q27686 whole entry, looked up): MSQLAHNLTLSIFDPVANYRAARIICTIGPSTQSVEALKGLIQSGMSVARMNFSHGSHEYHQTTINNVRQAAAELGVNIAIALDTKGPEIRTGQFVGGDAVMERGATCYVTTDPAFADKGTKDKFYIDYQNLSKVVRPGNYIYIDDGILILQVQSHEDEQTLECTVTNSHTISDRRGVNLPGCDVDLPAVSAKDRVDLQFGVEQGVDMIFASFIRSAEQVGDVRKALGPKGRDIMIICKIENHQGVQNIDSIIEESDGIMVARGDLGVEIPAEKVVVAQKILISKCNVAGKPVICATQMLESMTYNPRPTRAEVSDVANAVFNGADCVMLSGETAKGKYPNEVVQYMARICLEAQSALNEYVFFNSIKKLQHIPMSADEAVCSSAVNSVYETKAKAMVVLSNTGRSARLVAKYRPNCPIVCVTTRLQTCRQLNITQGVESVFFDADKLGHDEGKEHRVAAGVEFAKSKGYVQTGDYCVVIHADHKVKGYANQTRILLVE
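Pyruvate kinase activity monitored as ATP production (luciferase luminescence). Conditions: 0.1 nM enzyme, 0.5 mM PEP, 0.1 mM ADP, 1 h, RT; normalized against uninhibited and no-enzyme wells.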
Pf growth 96h: inhibits malaria parasite growth, 96 h. P. falciparum luciferase reporter growth, 96 h. Potency, µM (highest dose often 28.7 µM), for the others: at the highest dose activity change, negative = inhibition, hits mostly inhibitors. 320,000 compounds, 6.9% hits. AID 504834; further: potency means the concentration at half of the fitted maximal effect; on the % scale 0 is the no-effect control and ±100 the full control effect
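Compounds incubated with erythrocytes infected by luciferase-expressing P. falciparum (2% hematocrit, 0.05% parasitemia final) for 96 hours, 37 C in 5% CO2. Growth inhibition scored as decreased luciferase luminescence.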
CHX counter: counter-screen hit for Shiga toxin inhibitors, cycloheximide; cell reporter, cycloheximide protein synthesis inhibition counterscreen; max response, %; 300,000 compounds, 12% hits; AID 2314; in the data active means max response mostly above about 13%, no sharp cut-off; inactive means mostly below about 14%; further: read at 38.3 µM for the half of the compounds with a filed dose; 0% is about no effect
Tb PYK inh: inhibitors of Trypanosoma brucei pyruvate kinase; Q57TT1; TbPYK enzyme, Kinase-Glo Plus ATP luminescence, 45 min; Potency, µM (doses to about 76.8 µM), inactives show at the top dose activity, negative = inhibition, most hits filed as inhibitors; 410,000 compounds, 0.12% hits; further: potency means the concentration at half of the fitted maximal effect; on the % scale 0 is the no-effect control and ±100 the full control effect; nearly all actives have a fitted effect of over 50% in size
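Luminescent Kinase-Glo Plus end-point after 45 min room-temperature reaction of T. brucei pyruvate kinase started with 130 uM ADP (final). Buffer TEA 50 mM pH 7.2 with KCl, MgCl2, BSA, Tween-20; titration-based qHTS with fitted concentration-effect curves.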
Active calls of the source: *; ? = inconclusive; . = not tested or not shown; [ ] = remark or other dose. Unless noted, the call rests on the fitted dose curve; in most records, active means well fitted curve in the direction sought with a large enough effect; inconclusive means small, poorly fitted or top-dose-only effect, or another doubt; inactive means no such curve, though single readings can be large; an effect the other way counts as inactive or inconclusive. This is a random part of the collection; overall some 24% were active at least once.

Values in the order: HCV inhibitor, Shiga inhibitor, Pf growth 48h, LmPK inhibitor, Pf growth 96h, CHX counter, Tb PYK inh
> CC(=O)c1sc(C(=O)O)c(-c2ccco2)c1-c1ccco1
→ 6%, -10, -25%, 14%, 24%, -3, ?
> CN(C)c1ccc(CNn2cnnc2SCc2ccc(F)cc2)cc1
→ ?, 17, 14%, 2%, 1%, 2, 3%
> CCOCCn1c(=O)c2c(nc3n2CCCN3Cc2ccccc2)n(C)c1=O
→ -17%, -1, -22%, 1%, ?, -1, -1%
> Cc1ccc(C)c(N2CCN(C(=O)CNS(=O)(=O)c3cccs3)CC2)c1
→ -3%, 6, -23%, -2%, ., 7, -5%
> O=c1c2ccccc2ncn1Cc1ccc2c(c1)OCO2
→ 7%, 10, 17%, -3%, ?, 1, -3%
> C/C=C/c1ccc(OCCSc2nc(C)cc(=O)[nH]2)c(OC)c1
→ 14%, 77*, ?, 2%, -12%, 24*, 0%
> Cc1cc(C)nc(SCC(=O)N(C)CC(=O)Nc2ccccc2Br)n1
→ 2%, ., 39%[activator], ., 24%, ., -4%
> CCN(c1ccccc1)S(=O)(=O)c1ccc(NN)nc1
→ ?, ., 13µM*, ., ?, ., 0%
> CCOc1ccccc1NC(=O)CCS(=O)(=O)c1ccc(Br)cc1
→ -12%, 27, -2%, -9%, 30%, 6, -4%
> CN1CCN(S(=O)(=O)Cc2ccccc2Cl)CC1
→ 12%, -4, 11%, 2%, -8%, -2, 3%
> O=C(NC1CC1)c1sc2ccccc2c1Cl
→ -7%, 59*, 66%[activator], -1%, 0%, 32*, -3%
> CC(=O)N1CCN(C(=O)CCC(=O)O)CC1
→ 24%, -3, 11%, 0%, 62%[activator], -2, -8%
> C=CCNC(=O)c1ccccc1NC(=O)c1ccc(Cl)c(S(=O)(=O)Nc2cccc(C)c2C)c1
→ ?, -11, ?, 3%, ?, 1, 0%
> COc1ccccc1NC(=O)Nc1ccc(Cc2ccncc2)cc1
→ -16%, 50*, 20%, 1%, 10%, 10, 0%
> CCCCN(C)CCCNC(=O)CS(=O)Cc1nc(-c2ccc(OC)c(OC)c2)oc1C (configuration not stated)
→ 2%, -10, -13%, -2%, ?, -1, 0%
> COc1cc(C(=O)Nc2ccc(O)cc2C(=O)O)ccc1OC(C)=O
→ 20%, -16, 34%[activator], -5%, 4%, -3, -11%
> O=S(=O)(c1ccc(-c2ccon2)s1)N1CCN(c2ccccn2)CC1
→ -4%, 6, ?, 6%, ?, 3, 2%
> O=C(CCS(=O)(=O)c1ccccc1)Nc1nncs1
→ -9%, 17, ?, 0%, 14%, 3, -1%
> CC(C)C(OC(=O)CCCC(=O)Nc1nccs1)C(=O)NC1CCCCC1 (configuration not stated)
→ -5%, -8, -13%, 1%, 12%, -1, 7%
> Clc1cccc(N=C2NN=C(c3ccc4c(c3)OCCO4)CS2)c1
→ ?, 95*, ?, -4%, ., 75*, -4%

Quoted from the listing:
Under HCV inhibitor, `COc1ccccc1NC(=O)Nc1ccc(Cc2ccncc2)cc1` is entered as -16%
Under HCV inhibitor, `CC(=O)c1sc(C(=O)O)c(-c2ccco2)c1-c1ccco1` is entered as 6%
Under Pf growth 48h, `CCN(c1ccccc1)S(=O)(=O)c1ccc(NN)nc1` is entered as 13µM*

The list continues.
Values in the order: HCV inhibitor, Shiga inhibitor, Pf growth 48h, LmPK inhibitor, Pf growth 96h, CHX counter, Tb PYK inh
> CC(=O)Nc1ccc(N2CCCC(C)C2)c([N+](=O)[O-])c1 (configuration not stated)
→ 3.2µM*, -8, -19%, 1%, -1%, -9, -6%
> COc1cc(OC)cc(-c2nc3nc(C)c(CCC(=O)O)c(C)n3n2)c1
→ 6%, -15, ?, -15%, 8%, -4, 1%
> C/C(=N\NC(=O)c1nnn(-c2nonc2N)c1-c1cccs1)c1ccc(C)cc1
→ -24%, 10, -4%, 1%, -22%, -3, 2%
> O=C(Nc1ccsc1C(=O)N1CCCCCC1)c1ccccc1
→ ?, -13, 55%[activator], 3%, 39%[activator], 10, 5%
> CCOC(=O)c1c(-c2cccs2)csc1NC(=O)CN1CC(C)OC(C)C1 (configuration not stated)
→ ?, -4, ?, -7%, ., -4, -2%
> CC(C)CNC(=O)NC(=O)COc1ccc(C=O)cc1
→ 7%, -11, 18%, -5%, 20%, 9, -5%
> Cc1nnc(SCC(=O)NC2CC2)n1-c1ccccc1
→ 13%, -9, 8%, -6%, 4.7µM*, 2, 4%
> CCOC(=O)c1c(-c2ccc(C)cc2)csc1/N=C(\C)C1=C(O)c2ccccc2C1=O
→ ?, 80, -24%, -1%, -6%, 11*, 3%
> COc1ccc(CNc2ccc(N3CCOCC3)cc2)cc1
→ -2%, 73, -10%, 0%, 57%[activator], 22*, -5%
> Nc1ncnc(NCc2ccccc2)c1[N+](=O)[O-]
→ 12%, 2, 21%, -4%, 41%[activator], -3, -3%
> COc1ccc(N2CCN(C(=O)c3ccc(CS(=O)Cc4ccc(C)cc4)o3)CC2)cc1 (configuration not stated)
→ ?, -11, -14%, -3%, 0%, -4, -2%
> COc1ccc(CN2CCN(Cc3ccccc3F)CC2)c(OC)c1
→ -15%, -21, -1%[0.00184 µM], -5%, 6%, -3, -5%
> COc1ccccc1C(=O)N1CCN(Cc2cccnc2)CC1
→ 4%, -5, -2%, -4%, 3%, -2, 30%
> CC(NS(=O)(=O)c1ccc(Cl)c(Cl)c1)C(=O)OCC(=O)Nc1ccc2c(c1)OCO2 (configuration not stated)
→ -9%, 20, 9%, 0%, ?, -2, -6%
> Cc1cc(Br)ccc1OCCCCN1CCCCC1
→ 10µM*, -14, ?, -12%, 116%[activator], 8, 18%
> O=C(O)CN1C(=O)C2C3CC(C2C1=O)C1C(c2ccc(Cl)cc2)c2sc(=O)[nH]c2SC31 (configuration not stated)
→ 12%, -5, ?, 5%, -4%, -3, 0%
> CCn1c(SCC(=O)N/N=C/C=C\c2ccccc2[N+](=O)[O-])nnc1-c1ccccc1
→ ?, -3, -4%, 2%, 93%[activator], -4, -5%
> CC(C)CSc1n[nH]c(N)n1
→ 10%, -8, -6%, -11%, -38%, 15, -1%
> Cc1ccc(S(=O)(=O)N2CCCCC2)cc1NC(=O)CCN1C(=O)C2CC=CCC2C1=O (configuration not stated)
→ -16%, ., -1%, ., 8%, ., -10%
> Cn1cccc1/C=C1\CC(C(C)(C)C)C/C(=C\c2cccn2C)C1=O (configuration not stated)
→ 2.5µM*, -5, ., 3%, 62%[activator], -2, 5%

Overlap with the part before: four compounds, followed by the next part.
Values in the order: HCV inhibitor, Shiga inhibitor, Pf growth 48h, LmPK inhibitor, Pf growth 96h, CHX counter, Tb PYK inh
> CCn1c(SCC(=O)N/N=C/C=C\c2ccccc2[N+](=O)[O-])nnc1-c1ccccc1
→ ?, -3, -4%, 2%, 93%[activator], -4, -5%
> CC(C)CSc1n[nH]c(N)n1
→ 10%, -8, -6%, -11%, -38%, 15, -1%
> Cc1ccc(S(=O)(=O)N2CCCCC2)cc1NC(=O)CCN1C(=O)C2CC=CCC2C1=O (configuration not stated)
→ -16%, ., -1%, ., 8%, ., -10%
> Cn1cccc1/C=C1\CC(C(C)(C)C)C/C(=C\c2cccn2C)C1=O (configuration not stated)
→ 2.5µM*, -5, ., 3%, 62%[activator], -2, 5%
> COc1ccc(CCNC(=O)CN2C(=O)COc3ccc(S(=O)(=O)N4CCOCC4)cc32)c(OC)c1
→ -14%, -2, -5%, 3%, 17%, 1, 3%
> Cc1csc(CN(C)C(=O)C2CCC(=O)N(Cc3ccc(Cl)cc3)C2)n1 (configuration not stated)
→ 6%, -6, ?, 3%, 88%[activator], -3, 3%
> COCc1ccc(CN2CCC(Oc3ccc(C(=O)NCc4ccccn4)cc3)CC2)o1
→ -3%, -9, -17%, -6%, ?, 17, -10%
> COc1ccc(-c2nc(SCc3ccccc3)n(C(=O)c3ccco3)n2)cc1
→ -26%, 11, 26%, 0%, -11%, 26*, 8%
> O=C(CCNS(=O)(=O)c1ccccc1F)N1CCN(S(=O)(=O)c2cccc(F)c2)CC1
→ 4%[8.37 µM], ., ?, ., ?, ., -6%
> CCOC(=O)c1c(C)[nH]c(C(=O)OCC(=O)NCc2ccc(C)cc2)c1C
→ -25%, ., -12%, ., -31%, ., 2%
> CCOC(=O)Cc1csc(NC(=O)COc2ccc3c(c2)CCC3)n1
→ -20%, 10, ?, -2%, 30%[activator], 1, 1%
> COc1ccc(NC2CCCN(C(=O)CCN3CCCC3=O)C2)cc1 (configuration not stated)
→ -10%, 21, 13%, -9%, ?, -3, -16%
> COc1cc2oc(=O)c3c(c2cc1OCC(=O)c1c(C)n(C)c2ccccc12)CCCC3
→ 2%, 4, 9%, -3%, 1%, -2, 9%
> CC(=O)NC1[C@H]([C@H](O)[C@H](O)CO)OC(C(=O)O)=C[C@H]1N=C(N)N (some centres not stated)
→ ., ., 10%, ., -3%, ., -5%
> CC1CCCN(C(=O)CCNC(=O)c2ccccc2Cl)C1 (configuration not stated)
→ 16%, -4, 21%, 1%, 21%, 12, -5%
> CCN(CC)S(=O)(=O)c1ccc(N2CCOCC2)c(NC(=O)c2ccccc2F)c1
→ -25%, -6, -21%, 1%, -18%, 7, 0%
> Cc1cc(C(=O)N/N=C/c2c(C)[nH]n(-c3ccccc3)c2=O)n[nH]1
→ -3%, -7, 12%, -3%, ?, 9, 4%
> Cc1oc2nc(SCCCC(=O)NCCCO)nc(N)c2c1C
→ 6%, -2, 20%, -2%, ?, 9, 0%
> O=C(O)c1cccc(N2C(=S)N=C(Nc3ccccc3)C23CCCCC3)c1
→ 20%, -12, -2%, -1%, -14%, -4, -2%
> CCc1cc(Br)ccc1N1C(=O)C2CC=CCC2C1=O (configuration not stated)
→ 7%, 5, -18%, 2%, ?, 5, -8%
> CCn1c(-c2ccc(C)cc2)n[nH]c1=S
→ -11%, -14, 3%, ?, ., 5, ?
> O=C(O)CCC(=O)N(Cc1cccnc1)Cc1cccc(F)c1
→ 12%, -14, ., 10%, ?, -1, 1%
> COC(=O)[C@@]1(Cc2ccc(F)cc2)[C@H]2c3cc(C(=O)N(C)C)n(CCSCCO)c3C[C@H]2CN1C(=O)c1ccccc1
→ 2%, -12, 6.6µM*, -2%, 13µM*, -4, -3%
> Cc1cccc(/C=N/NC(=O)c2cccc([N+](=O)[O-])c2)n1
→ -12%, 3, -9%, 2%, -109%, -2, -4%
> c1ccc(Sc2nc(N3CCCCC3)nc(N3CCCCC3)n2)nc1
→ 10µM*, 11, ?, 8%, ?, -3, 11%
> Oc1ccccc1-[n+]1c(-c2ccccc2)cc(-c2ccccc2)cc1-c1ccccc1
→ ., ., 1.5µM*, ., 1.5µM*, ., 10%
> COc1ccc(OCCCC(=O)Oc2ccc(OC)cc2)cc1
→ 8%, -8, ., -9%, 3%, -7, -14%

Part of the list above, reduced to Pf growth 48h.
structure,Pf growth 48h
c1ccc(Sc2nc(N3CCCCC3)nc(N3CCCCC3)n2)nc1,?
CC(=O)NC1[C@H]([C@H](O)[C@H](O)CO)OC(C(=O)O)=C[C@H]1N=C(N)N (some centres not stated),10%
